Screening results deposited in PubChem by National Center for Advancing Translational Sciences (NCATS).
TbPYK inhibitor: T. brucei pyruvate kinase inhibition; Q57TT1; TbPYK enzyme, Kinase-Glo Plus ATP luminescence, 45 min; Potency, µM (titrated, usually from 76.8 µM), for the others: top-dose activity, negative = inhibition, hits mostly inhibitors; actives 0.12% (n = 410,000); active = well fitted inhibition curve with a large enough effect; also: nearly all actives have a fitted effect of over 50% in size
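Readout: single end-point luminescence (Kinase-Glo Plus, 10 min). Reaction conditions were TbPYK/substrate plus 130 uM ADP, 45 min at RT, pH 7.2 TEA buffer. No-enzyme wells served as controls, and data were normalized before concentration-response fitting.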
Active calls of the source: *. % is scaled to controls: 0 for no effect and ±100 for the full control effect; potency is read from the fitted curve at half-maximal effect. Some of the compounds tested; rates above refer to the full screens.

Cc1ccc(-n2cc(C(=O)OCc3ccc(Cl)cc3)c3ccccc3c2=O)cc1 was read as TbPYK inhibitor -5%.
Screening O=C(CSc1nc2c([nH]c3ccccc32)c(=O)n1-c1ccccc1)Nc1ccc(Cl)c(Cl)c1 returned TbPYK inhibitor -12%.
For Cc1cccc(NC(=O)c2ccc(C(=O)Nc3cccc(C)c3C)cc2)c1C the results were TbPYK inhibitor 2%.
For Cc1ccc(NC(=O)N(Cc2ccc3c(c2)OCO3)C2CCN(Cc3ccccc3)CC2)cc1C the results were TbPYK inhibitor -3%.
For CCOC(=O)c1ccc(NC(=O)CN(Cc2ccc(C)cc2)S(=O)(=O)c2ccc(C)cc2)cc1 the results were TbPYK inhibitor 5%.
`C[C@H](CO)N1C[C@H](C)[C@H](CN(C)S(=O)(=O)c2cccc(C#N)c2)OCc2cnnn2CCCC1=O` gave TbPYK inhibitor 1%.
Screening COc1cc(NC(=O)C(Cc2ccccc2)NS(=O)(=O)c2cccc3nsnc23)cc(OC)c1 (stereo unspecified) returned TbPYK inhibitor -1%.
For Cc1ccc(CN2CCN(C3CCN(C(=O)c4ccccc4)CC3)C(=O)C2=O)cc1 the results were TbPYK inhibitor 3%.
For CCN(Cc1ccccc1)S(=O)(=O)c1ccc(F)c(C(=O)Nc2ccc(C(C)C)cc2)c1 the results were TbPYK inhibitor 1%.
For CC1CCCCC12NC(=O)N(CC(=O)Nc1cccnc1)C2=O (stereo unspecified) the results were TbPYK inhibitor -9%.
Screening C[C@@H]1CN([C@H](C)CO)C(=O)CCCn2cc(nn2)CO[C@H]1CN(C)C(=O)c1cc(-c2ccccc2)on1 returned TbPYK inhibitor -3%.
For CC(C)CCNc1nc2c(S(=O)(=O)c3ccc(Br)cc3)nnn2c2ccsc12 the results were TbPYK inhibitor -3%.
`CCc1nc2c(OCc3ccc(C(F)(F)F)cc3)cccn2c1N(C)C(=O)C1CC1` gave TbPYK inhibitor -7%.
Screening CCCS(=O)(=O)NC(=O)C1(C)CCCN(C(=O)c2cccc(C(F)(F)F)c2)C1 (stereo unspecified) returned TbPYK inhibitor 3%.
For CCN1CCN(CCCNC(=O)Cn2c(-c3cccs3)cc3cc(F)ccc32)CC1 the results were TbPYK inhibitor 1%.
Screening CCN1CCSc2ccc(C(=O)NCc3ccc(OC)cc3)cc21 returned TbPYK inhibitor -13%.
N#Cc1nc(-c2ccc(COc3ccc(Cl)cc3)o2)oc1N1CCN(c2ccccc2)CC1 was read as TbPYK inhibitor 3%.
Screening CCOc1ccccc1NS(=O)(=O)c1ccc2[nH]c3c(c2c1)CCCCC3 returned TbPYK inhibitor -13%.
CCN(CC)S(=O)(=O)c1ccc2c(c1)N(CC(=O)N1CCN(c3cccc(C(F)(F)F)c3)CC1)C(=O)CO2 was read as TbPYK inhibitor 2%.
For Cc1ccc(C)n1-c1nnc(N2CCCC(C(=O)NCc3cccc(F)c3)C2)s1 (stereo unspecified) the results were TbPYK inhibitor -1%.

Three entries from above, sorted by molar mass, highest first:
For CCOC(=O)c1ccc(NC(=O)CN(Cc2ccc(C)cc2)S(=O)(=O)c2ccc(C)cc2)cc1 the results were TbPYK inhibitor 5%.
For Cc1ccc(C)n1-c1nnc(N2CCCC(C(=O)NCc3cccc(F)c3)C2)s1 (stereo unspecified) the results were TbPYK inhibitor -1%.
Screening CCOc1ccccc1NS(=O)(=O)c1ccc2[nH]c3c(c2c1)CCCCC3 returned TbPYK inhibitor -13%.

The main list resumes; the 5 compounds before the break are reprinted first.
Screening CCN1CCSc2ccc(C(=O)NCc3ccc(OC)cc3)cc21 returned TbPYK inhibitor -13%.
N#Cc1nc(-c2ccc(COc3ccc(Cl)cc3)o2)oc1N1CCN(c2ccccc2)CC1 was read as TbPYK inhibitor 3%.
Screening CCOc1ccccc1NS(=O)(=O)c1ccc2[nH]c3c(c2c1)CCCCC3 returned TbPYK inhibitor -13%.
CCN(CC)S(=O)(=O)c1ccc2c(c1)N(CC(=O)N1CCN(c3cccc(C(F)(F)F)c3)CC1)C(=O)CO2 was read as TbPYK inhibitor 2%.
For Cc1ccc(C)n1-c1nnc(N2CCCC(C(=O)NCc3cccc(F)c3)C2)s1 (stereo unspecified) the results were TbPYK inhibitor -1%.
For COC(=O)c1c(-c2cccs2)csc1NC(=O)c1cc(OC)c(OC)c(OC)c1 the results were TbPYK inhibitor -19%.
`O=C(c1ccccc1F)N1c2nc(-c3ccco3)nn2C2(CCCCC2)[C@@H]2CCCC[C@@H]21` gave TbPYK inhibitor -19%.
Cn1c(=O)c2c(SCC(=O)N3CCc4ccccc43)nc(-c3ccc(Cl)cc3)nc2n(C)c1=O was read as TbPYK inhibitor 2%.
CN[C@H](C)C(=O)NC[C@H]1O[C@@H](n2cc(C)c(=O)[nH]c2=O)C[C@@H]1O was read as TbPYK inhibitor -3%.
COc1cccc(-c2oc3c(c2C#CC2(N)CCCCC2)C(O)CCC3)c1 (stereo unspecified) was read as TbPYK inhibitor 1%.
CN1C(=O)c2ccccc2Sc2ccc(NC(=O)NCc3ccccc3Br)cc21 was read as TbPYK inhibitor 1%.
`CCOC(=O)c1cc(-c2ccccc2)n(CC(=O)NCc2ccc(C)cc2)c1C` gave TbPYK inhibitor -3%.
`COc1ccc(-c2cncnc2N)cc1OC` gave TbPYK inhibitor -9%.
`CCOc1ccc(/C=C(\C#N)c2nc3ccccc3c(=O)[nH]2)cc1OC` gave TbPYK inhibitor -16%.
Screening C[C@@H]1CCCCO[C@H](CN(C)S(=O)(=O)c2ccccc2)[C@@H](C)CN([C@H](C)CO)C(=O)c2cc(NC(=O)Cc3ccccc3)ccc2O1 returned TbPYK inhibitor -7%.
CCN(C(=O)CCn1cnc2onc(-c3ccc(F)cc3)c2c1=O)c1ccc(OC)cc1 was read as TbPYK inhibitor 0%.
`Cc1cccc(-c2nc(SCC(=O)Nc3cccc(C(F)(F)F)c3)n3[nH]c(=O)cc3n2)c1` gave TbPYK inhibitor 0%.
Screening COc1ccc(S(=O)(=O)N2CCC(C(=O)Nc3ccc(Oc4ccccc4)cc3)CC2)cc1OC returned TbPYK inhibitor -9%.
For CC(=O)NC(c1ccc(F)c(F)c1)c1nc(-c2ccncc2)cs1 (stereo unspecified) the results were TbPYK inhibitor 7%.
`Cc1cc(O)ccc1Nc1cc(-c2cccc(N)c2)ncn1` gave TbPYK inhibitor -2%.
Cc1cc(-c2ccccc2)n2nc(-c3cccc(Br)c3)cc2n1 was read as TbPYK inhibitor 2%.
For Cc1ccc(NS(=O)(=O)c2cc3c(cc2Br)NC(=O)CO3)cc1C the results were TbPYK inhibitor -13%.
O=C(Nc1cc(C(F)(F)F)ccc1Cl)c1cc(-c2ccc3c(c2)OCCO3)on1 was read as TbPYK inhibitor -4%.
For COC(=O)c1ccc(C2c3c(oc4cc(C)c(C)cc4c3=O)C(=O)N2c2ccccn2)cc1 (stereo unspecified) the results were TbPYK inhibitor -7%.
c1ccc(-c2ccc(N3CC[C@@]4(CCCNC4)C3)cc2)cc1 was read as TbPYK inhibitor -10%.
Screening CCOc1ccc(CCNC(=O)CN2C(=O)COc3ccc(S(=O)(=O)N4CCCCCC4)cc32)cc1 returned TbPYK inhibitor -2%.
For CCCCn1c(CNC(=O)c2ccc(OC)cc2)nnc1SCC(=O)Nc1ccccc1 the results were TbPYK inhibitor -2%.
Screening Cc1cccc(S(=O)(=O)NC(=O)C2(C)CCN2C(=O)CCc2ccccc2)c1 (stereo unspecified) returned TbPYK inhibitor 1%.
`COc1cc(C2NC(=O)N(C)C3=C2C(=O)N(c2ccccc2)C3)ccc1O` (stereo unspecified) gave TbPYK inhibitor 0%.
`O=c1c(-c2ccc(Cl)cc2)nc2cncnc2n1Cc1ccc(F)cc1` gave TbPYK inhibitor 7%.
For C[C@@H]1CCCCO[C@@H](CN(C)S(C)(=O)=O)[C@@H](C)CN([C@H](C)CO)C(=O)c2cc(N(C)C)ccc2O1 the results were TbPYK inhibitor -17%.
Screening COc1cccc(-n2c(=O)c3c(C)c(C)sc3n(CC(=O)NCCc3ccc(OC)c(OC)c3)c2=O)c1 returned TbPYK inhibitor -5%.
For Fc1ccccc1Nc1ncnc2c1nc1n2CCCCC1 the results were TbPYK inhibitor -1%.
`COc1ccc(C(=O)Nc2ccc(N3CCOCC3)c(C(F)(F)F)c2)cc1OC` gave TbPYK inhibitor -9%.
Screening N#Cc1ccc(Nc2nc(NCc3ccccc3)nc3ccsc23)cc1 returned TbPYK inhibitor -1%.
For CCNc1nc(NC(C)(C)C)nc(Oc2ccc(=O)n(C)n2)n1 the results were TbPYK inhibitor 0%.
Screening O=S1(=O)C[C@@H](N2CCN(c3ccccn3)CC2)[C@H](COCc2ccccc2)N1 returned TbPYK inhibitor 5%.
CCC1CN(C(=O)N2CCC(C(=O)NCCN(CC)CC)CC2)c2cc(C)ccc2O1 (stereo unspecified) was read as TbPYK inhibitor 0%.
Screening CSc1ccc(CN2CCC(C)(Oc3ccccc3F)C2)cc1 (stereo unspecified) returned TbPYK inhibitor 5%.
COc1ccccc1CNc1nc(NCc2cccs2)nc2ccsc12 was read as TbPYK inhibitor 1%.
Screening COc1ccc(CNC(=O)C2=C(C)C(=O)OC23CCCCC3)cc1 returned TbPYK inhibitor -4%.
For O=C1NC[C@@H](CCCCN2C[C@H](Cc3ccc(O)cc3)N(CCC3CCCCC3)C(=O)C2=O)N(Cc2ccccc2)C1=O the results were TbPYK inhibitor 5%.
CC(C)NC(=O)N(C)C[C@@H]1Oc2ncc(-c3cccc(C#N)c3)cc2C(=O)N([C@H](C)CO)C[C@@H]1C was read as TbPYK inhibitor -7%.
`Cc1ccc(Nc2cc(=O)n(C)c(=O)[nH]2)cc1C` gave TbPYK inhibitor 4%.
`CC(C)c1ccccc1NC(=O)Nc1nnc([C@@H]2C[C@H](O)[C@@H](CO)O2)s1` gave TbPYK inhibitor 1%.

Reprinted from above (three entries):
`COc1ccc(C(=O)Nc2ccc(N3CCOCC3)c(C(F)(F)F)c2)cc1OC` gave TbPYK inhibitor -9%.
Screening N#Cc1ccc(Nc2nc(NCc3ccccc3)nc3ccsc23)cc1 returned TbPYK inhibitor -1%.
For CCNc1nc(NC(C)(C)C)nc(Oc2ccc(=O)n(C)n2)n1 the results were TbPYK inhibitor 0%.

More entries
For O[C@H]1CN(Cc2cccs2)[C@@H](c2ccc(Cl)cc2)C[C@@H]1n1cc(C2CC2)nn1 the results were TbPYK inhibitor 2%.
O=C(NCCCN1CCCC1=O)C(=O)NCC1OCCCN1S(=O)(=O)c1ccccc1 (stereo unspecified) was read as TbPYK inhibitor -2%.
Screening COc1cccc(C(=O)N(Cc2nc(-c3ccc(Cl)cc3)no2)C(C)C)c1OC returned TbPYK inhibitor 1%.
CC(C)Cn1c(-c2ccc(S(=O)(=O)N3CCOCC3)cc2)csc1=Nc1cc(Cl)ccc1Cl was read as TbPYK inhibitor -4%.
O=C(CSc1ccccc1)NCc1ccc2c(c1)CCN2C(=O)c1ccc(F)cc1 was read as TbPYK inhibitor 1%.
Screening O=c1c2oc3ccccc3c2n(Cc2ccccc2)c(=O)n1Cc1ccco1 returned TbPYK inhibitor 6%.
`CCc1ccc(CNC(=O)C(CC)n2nc(C)c3c(C)n(-c4ccccc4)nc3c2=O)cc1` (stereo unspecified) gave TbPYK inhibitor -4%.
For CCOc1ccc(-c2cc3c(=O)n(Cc4nc(-c5cccc(OC)c5OC)oc4C)ccn3n2)cc1Cl the results were TbPYK inhibitor -3%.
`COc1ccc(OC)c(S(=O)(=O)N2CC=C(c3c(C)n(CC(=O)N4CCCC4)c4ccccc34)CC2)c1` gave TbPYK inhibitor -9%.
O=C(CSc1nc2c([nH]c3ccccc32)c(=O)n1-c1ccc(F)cc1)N1CCCc2ccccc21 was read as TbPYK inhibitor 0%.
Screening COc1ccccc1-n1c(/C=C/c2c(C)n(C)c3ccccc23)nc2ccccc2c1=O returned TbPYK inhibitor 3%.
For Fc1cccc(Cc2c(C3CCCCC3)nc3ccc(Cl)cn23)c1 the results were TbPYK inhibitor -2%.
`COc1ccccc1Cc1c(C(C)(C)C)nc2c3ccccc3ccn12` gave TbPYK inhibitor -5%.
`CCn1cc(C(=O)N2CCN(c3ccccc3OC)CC2)c(=O)c2cc(S(=O)(=O)N3CCCCC3)ccc21` gave TbPYK inhibitor 2%.
`O=C(COCc1cc(-c2cccs2)on1)N1CCN(c2cccc(Cl)c2)CC1` gave TbPYK inhibitor 1%.
Screening O=C(/C=C/[C@H]1O[C@@H](n2ccc(=O)[nH]c2=O)[C@H](O)[C@@H]1O)NC(c1ccccc1)c1ccccc1 returned TbPYK inhibitor 1%.
Cc1sc2c(c1C)c(=O)n(CCc1ccccc1)c(=O)n2Cc1cccc(F)c1 was read as TbPYK inhibitor 0%.
For CCCCCSc1ncnc2c1sc1nc(N3CCOCC3)c3c(c12)CCCC3 the results were TbPYK inhibitor -3%.
CCOC(=O)C1(c2ccccc2)CCCNC1=O (stereo unspecified) was read as TbPYK inhibitor -1%.
For CC(C)C[C@H]1CN([C@@H](Cc2ccc(O)cc2)CN2CCC[C@@H]2CN2C(=S)NC[C@@H]2Cc2ccccc2)C(=S)N1CCc1ccccc1 the results were TbPYK inhibitor -2%.
For CC(C)(C)Cc1c(-c2cccc(Cl)c2)nc2ccc(Cl)cn12 the results were TbPYK inhibitor -9%.
`Cc1nc2ccc(C(=O)N3CCN(c4ccccc4)CC3)cn2c1N(C)C(=O)CCc1ccccc1` gave TbPYK inhibitor -6%.
COCCCNC(=O)C1CCN(Cc2nc(-c3ccc(OC)c(OC)c3)oc2C)CC1 was read as TbPYK inhibitor -2%.
CCCNC(=O)C1(C)CCCN(Cc2ccc(C(=O)OCC)o2)C1 (stereo unspecified) was read as TbPYK inhibitor -6%.
Screening COCCCNC(=O)c1nn(-c2ccc(C)cc2)nc1CO returned TbPYK inhibitor 0%.
`CCOC(=O)c1ccc2c(c1)N(CC(=O)Nc1ccc(C)cc1C)C(=O)c1ccccc1S2` gave TbPYK inhibitor 2%.
Cc1oc(-c2ccc(C(=O)NCc3ccccc3)cc2)nc1CN1CCc2ccccc21 was read as TbPYK inhibitor -5%.
